Screens deposited in PubChem by National Center for Advancing Translational Sciences (NCATS).
ALDH1A1 block = ALDH1A1 (human) enzyme inhibition | Purified ALDH1A1, NADH fluorescence, propionaldehyde substrate | 220,000 tested, 7.3% active | AID 1030 | P00352 | Potency, µM (top dose mostly 75.3 µM), for the others: at the top dose activity, negative = inhibition, actives largely listed as inhibitors; active means well fitted inhibition curve with a large enough effect, not every such curve was filed as active; inconclusive means small, poorly fitted or top-dose-only effect, or another doubt; inactive means no such curve, though single readings can be large or run the other way;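 further: plate controls were no enzyme wells and a reference inhibitor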
SMN2 splice enh = SMN2 splice variant enhancement; Potency, µM (highest dose often 46.1 µM), for the others: at the highest dose activity change, positive = activation, hits mostly activators; 210,000 tested, 2.8% active; AID 1458; HEK293 SMN2-luciferase splicing reporter, luminescence, 30-36 h; further: % of control where 0% means no effect; nearly all actives have a fitted effect of over 55% in size
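HEK293 cells carry an SMN2 minigene-luciferase reporter in which exon 7 inclusion puts luciferase in frame. Cells were seeded at 2000 cells/well, attached for 10-12 hours, then exposed to compounds for 30-36 hours at 37C before ONE-Glo luminescence.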
KinaseGlo FLuc = Kinase-Glo luciferase inhibition (counter-screen); Q27757; Kinase-Glo luciferase, ATP luminescence, 8 min; Potency, µM (doses to about 38.3 µM), without a hit: at the highest dose activity change, negative = inhibition, usual class: inhibitors; 200,000 tested, 0.28% active; AID 1379; further: on the % scale 0 is the no-effect control and ±100 the full control effect; nearly all actives have a fitted effect of over 60% in size
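Kinase-Glo luciferase light output from ATP and luciferin was measured with 10 uM ATP, within the enzyme's linear range. Buffer: 50 mM imidazole pH 7.2, 50 mM KCl, 7 mM MgCl2, 0.01% Tween 20, 0.05% BSA; luminescence read after 8 min at ambient temperature.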
Tau ThT inhib = blocks human tau fibril formation measured by thioflavin T. P10636. recombinant tau K18 P301L (four-repeat tau fragment), heparin-induced fibrillization, ThT fluorescence. Potency, µM (top dose mostly 57.4 µM), without a hit: top-dose activity, negative = inhibition, actives largely listed as inhibitors. 270,000 tested, 2.1% active; further: on the % scale 0 is the no-effect control and ±100 the full control effect; nearly all actives have a fitted effect of over 55% in size
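Recombinant human tau K18 fragment […] carrying P301L, 15 uM unlabeled plus 0.24 uM Alexa 594-labeled, was fibrillized with 20 uM heparin in 100 mM sodium acetate pH 7 for 6 hr at 37 C; 30 uM ThT fluorescence read after 1 hr.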
JMJD2E inh = JMJD2E (human) inhibition | B2RXH2 | JMJD2E catalytic domain, FDH-coupled NADH fluorescence (FDH is formaldehyde dehydrogenase) | Potency, µM (highest dose often 57.1 µM), for the others: at the highest dose activity change, negative = inhibition, hits mostly inhibitors | 230,000 tested, 1.6% active | AID 2147; active means well fitted inhibition curve with a large enough effect, not every such curve was filed as active; inconclusive means small, poorly fitted or top-dose-only effect, or another doubt; inactive means no such curve, though single readings can be large or run the other way;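 further: 0% = wells with enzyme and -100% = buffer wells without enzyme; nearly all actives have a fitted effect of over 50% in size; many of its hits are not listed in these tables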
Target sequence (B2RXH2 1-337 limits assumed): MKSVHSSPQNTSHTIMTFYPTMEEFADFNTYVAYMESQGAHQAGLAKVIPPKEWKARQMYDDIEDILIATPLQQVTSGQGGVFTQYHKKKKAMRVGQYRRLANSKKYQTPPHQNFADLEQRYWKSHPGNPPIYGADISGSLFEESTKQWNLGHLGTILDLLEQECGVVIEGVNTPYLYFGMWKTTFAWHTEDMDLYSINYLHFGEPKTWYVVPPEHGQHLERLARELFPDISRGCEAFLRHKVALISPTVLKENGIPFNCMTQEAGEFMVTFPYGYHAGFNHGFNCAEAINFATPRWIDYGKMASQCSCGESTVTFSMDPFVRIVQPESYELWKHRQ
L3MBTL1 block = blocks human L3MBTL1; AlphaScreen L3MBTL1–H3K9me1 peptide binding; AID 485360; Potency, µM (doses to about 57.1 µM), inactives show at the top dose activity, negative = inhibition, usual class: inhibitors; Q9Y468; 230,000 tested, 0.66% active; further: on the % scale 0 is the no-effect control and ±100 the full control effect; nearly all actives have a fitted effect of over 60% in size
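AlphaScreen proximity signal between nickel-chelate acceptor and streptavidin donor beads (final 10 ug/mL) reports binding of 50 nM L3MBTL1 to 75 nM biotin-H3 K9me1 peptide; complex incubated with compounds 30 min at room temperature; cefsulodin titration as control.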
LMNA splice mod = modulators of lamin A splicing; HeLa LMNA splicing GFP/RFP minigene ratio, 48 h; Potency, µM (highest dose often 46.1 µM), for inactives: at the top dose ratio change, negative = inhibition, most hits filed as inhibitors; 200,000 tested, 0.01% active; AID 1487; active means well fitted inhibition curve with a large enough effect in the signal ratio, with a control signal flat, not every such curve was filed as active; inconclusive means small, poorly fitted or top-dose-only effect, or effect the other way, or a change in a side signal; the % refers to the signal ratio; further: on the % scale 0 is the no-effect control and ±100 the full control effect
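S3 HeLa stable clones carrying a lamin A-EGFP splicing minigene plus DsRed2 were seeded at 600 cells/well in Opti-MEM with 2% FBS, pin-dosed and incubated 48 h at 37°C. Acumen cytometry (488 nm) gave the GFP/RFP total-intensity ratio.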
RECQ1 inh = blocks DNA unwinding by human RECQ1 | RECQ1 DNA unwinding, red fluorescence kinetic read | AID 2549 | 240,000 tested, 0.54% active | Potency, µM (top dose mostly 57.3 µM), without a hit: at the highest dose activity, negative = inhibition, actives largely listed as inhibitors;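 further: plate controls were vehicle for no effect and no enzyme for full effect; nearly all actives have a fitted effect of over 30% in size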
Target sequence (P46063 whole entry, looked up): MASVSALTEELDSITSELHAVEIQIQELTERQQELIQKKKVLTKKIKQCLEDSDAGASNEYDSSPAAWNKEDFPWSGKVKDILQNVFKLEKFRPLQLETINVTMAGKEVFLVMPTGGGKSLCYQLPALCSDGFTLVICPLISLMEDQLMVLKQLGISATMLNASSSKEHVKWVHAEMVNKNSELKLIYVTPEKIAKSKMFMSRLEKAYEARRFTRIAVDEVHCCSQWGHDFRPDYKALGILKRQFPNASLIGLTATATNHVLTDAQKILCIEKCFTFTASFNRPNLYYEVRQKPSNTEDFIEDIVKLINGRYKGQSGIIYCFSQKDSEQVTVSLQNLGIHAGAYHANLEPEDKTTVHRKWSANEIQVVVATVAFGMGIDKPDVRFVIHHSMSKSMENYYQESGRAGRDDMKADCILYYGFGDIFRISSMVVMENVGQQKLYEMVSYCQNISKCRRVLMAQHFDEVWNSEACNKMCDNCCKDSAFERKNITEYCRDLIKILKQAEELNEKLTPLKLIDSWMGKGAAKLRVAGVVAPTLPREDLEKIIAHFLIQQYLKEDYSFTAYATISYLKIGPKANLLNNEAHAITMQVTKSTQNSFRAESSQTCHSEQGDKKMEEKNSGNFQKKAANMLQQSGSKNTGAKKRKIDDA
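50 nM RECQ1T1 preincubated 15 min with compound in Tris pH 8.0 buffer with MgCl2, DTT, Tween-20 and 2.5 ug/ml poly(dI-dC); started with 200 nM TAMRA/BHQ-2 forked duplex and 2 mM ATP. Unwinding read as fluorescence (525/598 nm), two reads 2 h apart.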
Active calls of the source: *; i = inactive; ? = inconclusive; . = not tested or not shown; & = joins results of further samples; [ ] = dose if it differs, or a comment. Unless noted, the call rests on the fitted dose curve; in most records, active means well fitted curve in the direction sought with a large enough effect; inconclusive means small, poorly fitted or top-dose-only effect, or another doubt; inactive means no such curve, though single readings can be large; an effect the other way counts as inactive or inconclusive. Potency means the concentration at half of the fitted maximal effect. An excerpt, so the mix of outcomes need not match the whole.

Results follow in this order: ALDH1A1 block | SMN2 splice enh | KinaseGlo FLuc | Tau ThT inhib | JMJD2E inh | L3MBTL1 block | LMNA splice mod | RECQ1 inh
- NS(=O)(=O)c1ccc(NC(=S)NCc2cccs2)cc1
 : ? | -5% | 2% | -3% | -19% | 10% | 9%[46 µM] | i
- CC(=O)NCC(=O)N(c1ccccc1)C1(C(=O)NC2CCCCC2)CCCCC1
 : ? | . | . | -15% | ? | -4% | -8% | i
- CC[C@H](C)[C@H](NC(N)=O)C(=O)Nc1ccccc1F
 : 8% | 9% | -1% | 1% | 2% | 6% | -2%[46 µM] | i
- CCOC(=O)CNC(=O)c1cnn2cccnc12
 : ? | -1% | -4% | 10% | -7% | -1% | ? | -1%
- Cc1cc(OCC(=O)NCc2nc(-c3ccccc3)no2)c(C)cc1Br
 : 25% | -15% | 1% | 2% | 6% | -4% | 2% | i
- CN(C(=O)c1ccc2c(=O)n3c(nc2c1)CCCCC3)c1ccccc1
 : 6% | -8% | -2% | -3% | 8% | ? | -3% | i
- COc1ccc2c(COC(=O)CNC(=O)C34CC5CC(CC(C5)C3)C4)cc(=O)oc2c1
 : ? | 16% | 4% | 0% | ? | -4% | -4% | -1%
- CC(C(=O)NCCS(=O)(=O)c1ccc(Cl)cc1)S(=O)(=O)c1ccccc1 (stereo unspecified)
 : 3% | -9% | 2% | -2% | -5% | 1% | 27%[46 µM] | 0%
- COc1ccccc1-n1c(SCC(=O)N2CCCCC2)nnc1-c1ccccc1O
 : ? | -9% | 0% | -3% | -14% | 5% | 3% | i
- O=C(O)CCCC(=O)NCCCCc1ccccc1
 : 2% | -14% | 6% | -6% | -4% | -1% | ? | -5%

Later entries
Results follow in this order: ALDH1A1 block | SMN2 splice enh | KinaseGlo FLuc | Tau ThT inhib | JMJD2E inh | L3MBTL1 block | LMNA splice mod | RECQ1 inh
- CN(C)Cc1ccccc1-c1cc(N(C)C)ncn1
 : -5% | -1% | -1% | -6% | -5% | . | 9% | -16%
- CCC(C)(C)NC(=O)C(c1cccn1C)N(C(=O)Cn1nnc2ccccc21)c1ccc(F)cc1 (stereo unspecified)
 : 2% | . | . | 3% | -2% | -2% | 3% | -4%
- COc1cc(/C=N/OCC(=O)Nc2cc(C)on2)ccc1OCc1ccccc1
 : 5% | 37% | 3% | -5% | -3% | 3% | 9% | -1%
- COC(=O)CSc1nc(C(C)C)nc2ccccc12
 : -1% | 3% | 2% | -12% | 6% | 14% | -1% | 15%
- O=C(Cn1c(-c2ccc(Cl)cc2)noc1=O)N1CCN(c2ccccc2F)CC1
 : 1% | . | . | -6% | 0% | 2% | -19% | -6%
- CC(C)(C)C(=O)Nc1ccc(N2CCN(S(C)(=O)=O)CC2)cc1
 : 1% | 6% | 0% | -8% | 9% | . | . | -6%
- O=C1c2ccccc2NC(c2ccccc2Br)N1CCCN1CCOCC1 (stereo unspecified)
 : ? | . | . | 9% | -4% | 4% | -9% | -3%
- Cc1cccc(NC(=S)NCc2ccncc2)c1C
 : -4% | 7% | -4% | -2% | 1% | 0% | 12% | -1%
- Cc1sc(NC(=O)COc2ccccc2)c(C#N)c1C
 : ? | . | 1% | ? | ? | . | . | -4%
- O=C(OCc1cncs1)c1ccccc1Cl
 : 2% | 1% | -1% | -15% | -1% | 9% | . | i

Next structures.
Results follow in this order: ALDH1A1 block | SMN2 splice enh | KinaseGlo FLuc | Tau ThT inhib | JMJD2E inh | L3MBTL1 block | LMNA splice mod | RECQ1 inh
- COC(=O)c1ccc(NC(=O)c2ccc(NC(=O)C3CCCO3)cc2)cc1 (stereo unspecified)
 : ? | -19% | 1% | -15% | -5% | 17% | 20%[46 µM] | 1%
- COC(=O)CCSc1nccn1Cc1ccccc1
 : -4% | 9% | -4% | 2% | -1% | . | 0% | -3%
- COc1ccc(-c2noc(-c3ccccc3Cl)n2)cc1OC
 : ? | 5.6µM* | -20% | -1% | -1% | ? | -7% | 1%
- CCCn1c(=O)c2c(C(F)(F)F)cc(-c3ccco3)nc2n(CCC)c1=O
 : ? | 9% | -4% | ? | ? | . | -1% | 1%
- CCN(CC)S(=O)(=O)c1cccc(-n2c(O)c(C=Nc3ccccc3C(=O)O)c3ccccc3c2=O)c1
 : . | . | . | ? | ? | -24% | . | i
- Cc1sc(N)c(C#N)c1C
 : -4% | 13% | 3% | -5% | -5% | -10% | -8% | -1%
- O=C1CC(c2ccccc2)n2nc(NS(=O)(=O)c3ccccc3)nc2N1 (stereo unspecified)
 : ? | 17% | 4% | -7% | 3% | . | 0% | i
- CC(=O)Nc1ccc(C(=O)Nc2nc(-c3cc(C)n(Cc4ccccc4)c3C)cs2)cc1
 : -4% | -34%[inhibitor] | -2% | -10% | ? | 1% | -8% | -9%
- COc1cccc(Cn2nnc3c(=O)[nH]c(C4CCCN(C(=O)c5ccccc5Cl)C4)nc32)c1 (stereo unspecified)
 : 7.9µM* | 5%&10% | 1% | -19%&-11% | 4% | -12% | 16% | 7%
- NC(=O)C(=O)N/N=C1\CCc2ccccc21
 : -4% | 13µM* | 0% | -5% | 8% | -4% | -26%[46 µM] | 2%

Following part:
Results follow in this order: ALDH1A1 block | SMN2 splice enh | KinaseGlo FLuc | Tau ThT inhib | JMJD2E inh | L3MBTL1 block | LMNA splice mod | RECQ1 inh
- NC(=O)N/N=C/c1ccc(OCc2cccc(Cl)c2)cc1
 : 11% | 5% | 0% | 8% | 5% | 6% | 2%[46 µM] | 15%
- N=C1C(c2ccc(Br)cc2)=C(O)C2CCc3ccccc3N12 (stereo unspecified)
 : -5% | 12% | -2% | ? | -6% | -2% | -18% | -8%
- O=C(N/N=C/c1ccc(Sc2nc3ccccc3s2)c([N+](=O)[O-])c1)c1ccccn1
 : -2% | -43%[inhibitor] | -6% | -19% | -9% | -6% | -2% | -12%
- O=C(N/N=C/c1ccncc1)c1cccc(NC(=O)c2ccc(Cl)cc2)c1
 : -4% | -18% | 1% | ? | -10% | 23% | -2% | -7%
- O=C(CCS(=O)(=O)c1ccccc1)Nc1ccc(-c2nc3ccccc3s2)cc1
 : ? | 1µM* | 4% | 18% | ? | 2% | -7% | -17%
- CCOc1ccc(/C=N/NC(=O)c2c(-c3ccccc3)noc2C)cc1
 : 1% | 8% | -1% | 8% | -4% | 1% | ? | -16%
- Cc1onc(-c2c(F)cccc2Cl)c1C(=O)N=C(N)N1CC(C)OC(C)C1 (stereo unspecified)
 : . | . | . | -9% | 4% | 7% | . | i
- Cc1cc(NC(=O)c2ccc(F)cc2)n(CCOC(=O)c2ccc(F)cc2)n1
 : 3% | . | . | 13% | -6% | -12% | ? | -1%
- Cc1ccccc1CN1C[C@@H]2C[C@@H](c3cn[nH]c3-c3ccc(F)cc3)N3CCC[C@@]23C1=O
 : -3% | -4% | 2% | -9% | 4% | 2% | . | 8%
- CCCCCNCc1ccc(Br)cc1
 : 5% | -1% | -1% | -5% | 3% | 4% | 17% | -6%

Following part.
Results follow in this order: ALDH1A1 block | SMN2 splice enh | KinaseGlo FLuc | Tau ThT inhib | JMJD2E inh | L3MBTL1 block | LMNA splice mod | RECQ1 inh
- FC(F)(F)c1ccc(Cl)c(N/N=C/c2ccc(N3CCOCC3)s2)c1
 : 4.5µM* | 0% | -6% | ? | ? | -17% | -7% | -5%
- CC(=O)Nc1cccc(-c2csc(Nc3ccc(Cl)cn3)n2)c1
 : -2% | 11µM* | 3% | ? | ? | -6% | -4%[46 µM] | i
- C[C@H]1[C@H]2CC[C@H]3C4CC=C5C[C@@H](N(C)C)CC[C@]5(C)C4CC[C@]23CN1C (stereo partly specified)
 : 8% | . | 6% | 2% | 8% | . | . | 11%
- CC1=CC(=O)C2=C(C)CCC3C(C)C(=O)OC3C12 (stereo unspecified)
 : ? | . | 0% | -4% | 1% | . | . | -10%
- C=C(C)Cn1c(C(C)NC(=O)CCC)nc2ccccc21 (stereo unspecified)
 : 3% | -4% | -2% | 9% | 3% | -1% | 25% | -7%
- CCOC(=O)c1ccc(N2C(=O)CC(Nc3ccc(CCO)cc3)C2=O)cc1 (stereo unspecified)
 : 16µM* | 7% | -2% | 2% | ? | -3% | 4% | 11%
- Cc1noc(C)c1C(=O)N1CCC2(CCCN(c3ccccn3)C2)CC1
 : ? | 11% | 1% | . | . | . | . | -3%
- CC(=O)C1CCN(Cc2ccccc2)CC1
 : -5% | -6% | -1% | -2% | 2% | . | 12% | -9%
- CC(C)C(OC(=O)c1cc2c(s1)CCCCC2)C(=O)NC(N)=O (stereo unspecified)
 : ? | -2% | -1% | 10% | 0% | 1% | ? | -17%
- COc1ccc(NC(=O)c2ccccc2NC(=O)CSc2ccc(C)cc2)cc1
 : -1% | -15% | -1% | -9% | -5% | -6% | -1% | 0%
- CCOC(=O)c1ccccc1NC(=O)COC(=O)C(CC(C)C)NC(N)=O (stereo unspecified)
 : 5% | -5% | 4% | 1% | -10% | -2% | -2%[9.22 µM] | -3%
- COC(=O)c1ccc(/C=N/OCC(=O)NCCc2ccc(OC)c(OC)c2)cc1
 : 10% | -17% | 0% | ? | 3% | 3% | . | 3%
- CCSc1nnc(NC(=O)CSc2nncc(=O)n2N)s1
 : -22% | 0% | 1% | ? | 0% | -15% | . | i
